Source: PubChem BioAssay
ER stress rescue: protection against thapsigargin-triggered cell killing – 384-well, CSM14.1, ATP luminescence, primary screen (AID 1222). CSM14.1 thapsigargin-induced death rescue, ATP luminescence; higher % means a stronger effect. cellular ATP content (survival), % at 20 µM; hits with a dose series show EC50 in µM. 190,000 tested, under 10 active;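 active = EC50 below 50 µM in the dose-response confirmation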;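 also: death triggered by thapsigargin at about 15 µM added after 2 h compound pretreatment; cell ATP read after overnight thapsigargin exposure of roughly 18 to 22 hours; normalized against plate controls of thapsigargin alone and 5% DMSO vehicle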
KOR beta-arrestin-1: KOR antagonists, beta-arrestin recruitment, cell-based, luminescence, uHTS (AID 1778); 290,000 tested, 0.091% active; KOR beta-arrestin recruitment, luminescence, antagonist mode; higher % means a stronger effect; inhibition, % at 10 µM; hits with a dose series show IC50 in µM; also: strong numbers were not always called active
NOD2 inhibition: NOD2 signaling inhibitors, cell-based, luminescence, uHTS, HEK293 (AID 1566). 290,000 tested, 0.63% active. HEK293 NOD2/NF-kB luciferase reporter, luminescence; higher % means a stronger effect. inhibition, % at 4 µM; hits with a dose series show EC50 in µM; also: many of its hits are not listed in these tables
TNAP activation fold: human TNAP enzyme activators, primary screen, biochemical, luminescent, no phosphate acceptor, uHTS (AID 1001); purified TNAP, luminescent activation assay, no phosphate acceptor; higher activation fold means a stronger effect; activation fold at 20 µM; hits with a dose series show EC50 in µM; 200,000 tested, 0.03% active; in the data active = activation fold from about 3, or a potency from the dose series; inactive = the rest, 99 in 100 with activation fold below about 1.6; also: many of its hits are not listed in these tables
GPR55 activation: GPR55 agonists via beta-arrestin recruitment, primary screen, imaging, U2OS cells, beta-arrestin-GFP redistribution (AID 1961); activation, % at 10 µM; hits with a dose series show EC50 in µM; U2OS GPR55 beta-arrestin-GFP redistribution imaging; higher % means a stronger effect; 290,000 tested, 0.048% active;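 active = activation above 40% with more than 50 cells counted in the well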;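 also: U2OS osteosarcoma cells stably expressing GPR55 and beta-arrestin-GFP; plate controls were DMSO negative control for no effect and LPI positive control for full effect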
NOD1 NF-kB reporter: NOD1 signaling inhibitors, primary screen, cell-based, luminescence, uHTS (AID 1578) | NOD1-driven NF-kB luciferase reporter cells, luminescence; higher % means a stronger effect | inhibition, % at 4 µM, or EC50 in µM where a hit was titrated | 290,000 tested, 1% active; in the data active = inhibition mostly above about 36%, no sharp cut-off; inactive = mostly below about 34%;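 also: HEK-293T reporter cells stimulated with the NOD1 agonist gamma-tri-DAP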
NTR1 agonist: NTR1-driven beta-arrestin-GFP spot formation – imaging, U2OS cells, high content, primary screen (AID 493036); P30989; agonist mode; 330,000 tested, 0.17% active; activation, % at 20 µM;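 active = activation at or above 40% of the spot to cytoplasm intensity ratio, with at least 20 cells analyzed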;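 also: 0% = DMSO without peptide and 100% = 100 nM NTR1 peptide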
Target sequence (P30989 whole entry, looked up): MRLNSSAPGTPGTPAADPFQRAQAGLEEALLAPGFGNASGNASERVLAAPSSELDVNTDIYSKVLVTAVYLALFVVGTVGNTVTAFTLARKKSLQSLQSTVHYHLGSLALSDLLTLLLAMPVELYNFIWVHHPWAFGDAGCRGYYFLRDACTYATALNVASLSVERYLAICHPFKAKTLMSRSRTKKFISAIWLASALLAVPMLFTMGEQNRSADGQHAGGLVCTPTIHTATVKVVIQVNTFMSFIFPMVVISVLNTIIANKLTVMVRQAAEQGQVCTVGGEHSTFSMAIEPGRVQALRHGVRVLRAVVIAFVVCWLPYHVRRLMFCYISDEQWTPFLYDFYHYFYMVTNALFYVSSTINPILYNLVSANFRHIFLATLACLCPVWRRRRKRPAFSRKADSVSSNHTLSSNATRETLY
KOR beta-arrestin-2: KOR agonists, beta-arrestin recruitment, primary screen, cell-based, luminescence, uHTS (AID 1777); 280,000 tested, 0.02% active; one-dose activation, % at 10 µM; EC50 in µM for titrated hits; KOR beta-arrestin recruitment, luminescence; higher % means a stronger effect; in the data active = activation above about 50%, passing the limit was not always enough; also: a part of the inactive calls stands beside numbers as strong as those of hits
Yfh1-off respiration: enhancers of respiration in Yfh1-depleted yeast, dose response, Friedreich's ataxia, plus single-dose screen (AID 1465) | fold induction at 50 µM, or EC50 in µM where a hit was titrated | S. cerevisiae Yfh1-off respiration, WST-1 reduction, 72 h; higher fold induction means a stronger effect | 220,000 tested, 0.074% active;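 active = fold induction of absorbance versus untreated yeast above a set limit, then at least 30% activation at any dose in follow-up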;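 also: activators that raise dye reduction in frataxin-depleted yeast; strong numbers were not always called active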
NTR1 agonist cell count 20 µM: further read-out of NTR1 agonist, marked with its call; cell count; measured here: cell count, cytotoxicity flag
* hit, by the source's call; i = inactive; · = no result given; [ ] = remark or other dose. Rule as the data show it, unless noted: active = inhibition above about 50%; inactive = the rest. This is a subset, so the mix of outcomes need not match the whole.

Start of the listing, in advance, 2 compounds:
SMILES | ER stress rescue | KOR beta-arrestin-1 | NOD2 inhibition | TNAP activation fold | GPR55 activation | NOD1 NF-kB reporter | NTR1 agonist | NTR1 agonist cell count 20 µM | KOR beta-arrestin-2 | Yfh1-off respiration
CCOc1ccc(C(=O)c2cc([N+](=O)[O-])ccc2Cl)cc1 | -1.6% | 8% | -2% | 1 | 0.2% | -41% | 1.0 | 46 | -2.3% | i
CC(C)(C)c1ccc(OCCNC(=O)c2ncn[nH]2)cc1 | -0.8% | -28% | -11% | 1.2 | 0.3% | 5% | -1.1 | 62 | 12% | i

All compounds of this part, repeating the preview:
SMILES | ER stress rescue | KOR beta-arrestin-1 | NOD2 inhibition | TNAP activation fold | GPR55 activation | NOD1 NF-kB reporter | NTR1 agonist | NTR1 agonist cell count 20 µM | KOR beta-arrestin-2 | Yfh1-off respiration
CCOc1ccc(C(=O)c2cc([N+](=O)[O-])ccc2Cl)cc1 | -1.6% | 8% | -2% | 1 | 0.2% | -41% | 1.0 | 46 | -2.3% | i
CC(C)(C)c1ccc(OCCNC(=O)c2ncn[nH]2)cc1 | -0.8% | -28% | -11% | 1.2 | 0.3% | 5% | -1.1 | 62 | 12% | i
CCOC(=O)Cn1ccc(-c2ccccc2)c(C#N)c1=O | 1.1% | -10% | -2% | 1 | -0.1% | -57% | -0.2 | 33 | -5.9% | i
Cc1sc2nc(CN(C(=O)NC3CCCCC3)C3CCCC3)[nH]c(=O)c2c1C | -0.8% | 3% | -1% | 1.1 | 0.6% | -1% | 3.4 | 52 | 1.0% | i
O=C1ON=C(c2ccccc2)/C1=C/c1ccco1 | -2.2% | -127% | 17% | 1 | 7.4% | 20% | 4.1 | 50 | 4.9% | i
Cc1nnc(SCC(=O)NC2CCCCC2)n(N)c1=O | 14% | 0% | 6% | 1.1 | 0.0% | -9% | -1.3 | 52 | -3.4% | i
CCCN(c1ccc(OCC)cc1)S(=O)(=O)c1ccc2c(c1)NC(=O)CO2 | · | 12% | -7% | · | -0.1% | -10% | 1.3 | 54 | -1.7% | ·
O=C(Nc1cccnc1)c1coc(=O)c2ccccc12 | 1.9% | -17% | 2% | 1.1 | -0.2% | -26% | -1.8 | 60 | -0.3% | i
CC(=O)N1CCN(c2ccccc2NC(=O)COc2cc(C)cc(C)c2)CC1 | · | 13% | 9% | · | -0.3% | -9% | -0.9 | 56 | -5.7% | ·
COc1ccc(NC(=O)c2ccc3nc[nH]c3c2)c(OC)c1 | 0.7% | 16% | 14% | 1.4 | 0.0% | -17% | 0.5 | 62 | -3.7% | i
CCNC(=S)N(Cc1cc2cc(C)ccc2[nH]c1=O)C1CCCC1 | 0.6% | -31% | 7% | 1 | 0.6% | 23% | 1.5 | 58 | 6.9% | i
C=CCNC(=O)CC1C(=O)NCCN1Cc1c(F)cccc1Cl (stereo not drawn) | -0.7% | 4%[20 µM] | 15% | 1.1 | -0.1% | -32% | -2.2 | 76 | · | i
O=[N+]([O-])c1cc(/C=N/O)ccc1Oc1cccc(Cl)c1 | 1.1% | -19%[20 µM] | 1% | 1 | 0.3% | -4% | -0.6 | 91 | -3.3% | i
Cc1cccc(NC(=O)CSc2nnc(C)c(=O)n2N)c1 | -2.3% | -17% | 6% | 1.2 | 0.1% | -8% | -0.2 | 70 | 1.1% | i
O=C(NCc1ccccc1)C(c1cccnc1)N(C(=O)c1ccccn1)c1ccccc1F (stereo not drawn) | · | -44% | -1% | · | 0.0% | 42% | -0.8 | 43 | 8.9% | ·
CC(=O)c1ccc(C(=O)N(C)C2CCCN(Cc3ccccc3F)C2)s1 (stereo not drawn) | · | -18% | -18% | · | -0.1% | -40% | 1.0 | 50 | 2.9% | ·
NC(=O)CC(NC(=O)c1ccc(Br)cc1)c1ccc(N2CCCCCC2)c([N+](=O)[O-])c1 (stereo not drawn) | · | -31%[20 µM] | -112% | · | 1.8% | -30% | -5.1 | 62 | -0.3% | ·
COc1cccc(/C=N/N2CCOCC2)c1O | -5.0% | -9% | -43% | 1.1 | 0.5% | -34% | -1.1 | 77 | 1.5% | i
N#C/C(=C/c1ccc(N2CCCCC2)o1)C(=O)NCCc1c[nH]c2ccccc12 | 0.6% | -6% | 14% | 0.8 | -0.3% | 0% | · | · | -4.4% | i
CC(NC(=O)c1cc(F)c(F)c(F)c1F)c1ccc(-n2ccnc2)cc1 (stereo not drawn) | · | -14% | -18% | · | 0.0% | -32% | 0.1 | 64 | -0.4% | ·
CC(C)Cn1cc(C(=O)NCc2cccs2)c2c3ccccc3n(C)c2c1=O | -1.6% | -4% | 1% | 1.1 | -0.1% | -17% | 2.1 | 78 | 3.6% | i
Cc1ccc(N2C(=O)c3ccccc3C2C(=O)c2ccc(O)cc2O)cc1 (stereo not drawn) | -0.6% | -8% | -4% | 1 | 0.2% | 5% | 1.7 | 86 | 1.1% | i
Cc1nn(-c2ccc(F)cc2)c(C)c1CN1CCN(Cc2ccccc2)C(CCO)C1 (stereo not drawn) | -1.4% | 1% | 5% | 1.1 | 0.1% | -27% | -0.3 | 36 | -1.2% | i
COc1ccc(OC)c(NS(=O)(=O)c2cccc3cccnc23)c1 | · | -12% | 9% | · | -0.1% | -9% | -0.9 | 87 | -2.5% | ·
O=S(=O)(c1cccc(C(F)(F)F)c1)N1CCC(c2nc3ccccc3[nH]2)CC1 | · | 0% | -4% | · | -0.4% | -41% | -0.4 | 54 | -3.0% | ·
More records follow.
SMILES | ER stress rescue | KOR beta-arrestin-1 | NOD2 inhibition | TNAP activation fold | GPR55 activation | NOD1 NF-kB reporter | NTR1 agonist | NTR1 agonist cell count 20 µM | KOR beta-arrestin-2 | Yfh1-off respiration
O=C(Nc1ccc(Br)cc1F)c1ccc2c(c1)N(Cc1ccccc1)C(=O)CS2=O (stereo not drawn) | -0.6% | -10% | 18% | 1.1 | 0.0% | -2% | -0.2 | 58 | -4.0% | i
Cc1ccc(N2C(=O)C3C4C=CC(CNC(=S)N5CCN(c6ccccc6)CC5)(O4)C3C2=O)cc1 (stereo not drawn) | 0.8% | -21% | 7% | 1.2 | -0.6% | 7% | 3.6 | 52 | -3.8% | i
COc1ccccc1C(=O)Nc1nsc(-c2ccccc2)n1 | · | 26% | -85% | · | 0.2% | -7% | 2.8 | 57 | -0.1% | i
Cc1cccc(N(CC(=O)NCCC2=CCCCC2)S(C)(=O)=O)c1C | -2.7% | -15% | -5% | 1.1 | 0.0% | 3% | 0.7 | 83 | 0.5% | i
CCOc1ccc(C2c3c(oc4ccccc4c3=O)C(=O)N2CCCN2CCOCC2)cc1OCC (stereo not drawn) | 1.7% | -18% | 14% | 1.1 | 0.7% | 8% | -4.0 | 58 | 0.6% | i
CC(=O)Nc1ccc(CN2CCCC(CO)(Cc3ccccc3C)C2)cc1 (stereo not drawn) | -2.6% | -16% | 0% | 1.1 | -0.3% | -22% | 3.3 | 38 | 7.4% | i
CN(C)S(=O)(=O)c1ccc(C(=O)OCCCN=C2NS(=O)(=O)c3ccccc32)cc1 | 0.2% | 29% | 0% | 1 | -0.1% | -4% | -0.3 | 63 | -5.7% | i
Cn1c(SCC(=O)NNC(=O)c2ccc(Cl)cc2)nnc1-c1cccnc1 | 1.4% | 8% | 18% | 1.3 | -0.2% | -8% | -0.1 | 29 | -4.1% | i
CC(NC(=O)CN(c1ccc(Cl)cc1)S(C)(=O)=O)c1ccccc1 (stereo not drawn) | · | -31%[20 µM] | -11% | · | -0.1% | -7% | 1.3 | 75 | 6.0% | ·
COc1ccc(-c2ncc(CN3CCN(CCC(C)C)C(CCO)C3)cn2)cc1 (stereo not drawn) | 1.9% | -43% | -18% | 1.1 | 0.1% | -33% | 0.2 | 64 | 2.3% | i
CCOC(=O)/C(=N\Nc1ccccc1)c1csc(Nc2ccc(C)cc2)n1 | -1.4% | 12% | 16% | 1 | -0.1% | -26% | 12 | 53 | 0.0% | i
COc1ccc(S(=O)(=O)NCCc2c(C)nn(C)c2Oc2ccccc2)cc1 | -2.7% | 25% | -2% | 0.9 | 0.2% | -5% | 0.4 | 66 | -0.6% | i
Cc1ccc(C(C(=O)NC2CCCCC2)N2CCOCC2)cc1 (stereo not drawn) | 5.7% | -34% | 5% | 1.1 | -0.1% | -8% | -2.5 | 85 | 5.3% | i
O=C(Nc1cccs1)Nc1c(F)cc(F)cc1Br | -3.7% | 12% | 9% | 1.1 | -0.3% | -11% | 0.5 | 37 | 2.7% | i
COc1ccc(N2CCN(CC(O)COc3ccc(C)c(C)c3)CC2)cc1 (stereo not drawn) | · | -7% | 13% | · | 0.2% | -8% | 1.2 | 95 | -4.9% | ·
Cc1cc(-c2onc(C)c2C(=O)Oc2ccc(Cl)cc2)no1 | · | 20% | 4% | · | -0.2% | -10% | 1.3 | 45 | -1.2% | i
O=C(NCCc1ccccc1)/C(=N\O)c1ccccc1 | 0.0% | -32% | -59% | 1.2 | -0.1% | -88% | -2.8 | 57 | -2.1% | ·
COc1ccc(S(=O)(=O)N2CC(=O)Nc3ccccc32)cc1Cl | · | -10% | 4% | · | -0.2% | -19% | 0.0 | 59 | 4.5% | ·
Cc1nn(CC(=O)NCCc2ccc(Cl)cc2)c(=O)c2cccn12 | · | 13% | 20% | · | -0.3% | -3% | 1.2 | 58 | -4.1% | ·
CCOc1ccccc1C(=O)N[C@H](C(=O)Nc1ccc(OC)c(S(=O)(=O)N2CCOCC2)c1)C(C)C | · | -28% | -48% | 1 | 0.0% | 8% | -1.1 | 67 | 8.0% | i
CCCc1nnc(NS(=O)(=O)c2ccccc2)s1 | · | -51%[20 µM] | -15% | · | -0.1% | -33% | 1.2 | 64 | -3.0% | ·
CCCCC1CCC(C(=O)OCC(=O)Nc2ccc(S(N)(=O)=O)cc2)CC1 (stereo not drawn) | -0.6% | -28% | 1% | 0.9 | -0.2% | -27% | 4.4 | 64 | 4.5% | i
COc1ccc(NC(=S)N(Cc2ccc(C)cc2)Cc2ccccn2)cc1 | -0.8% | 16% | 4% | 1.1 | 0.5% | -7% | 0.6 | 56 | -2.3% | i
COC(=O)c1cc(CNC(=O)c2ccc(N3CCCC3)c([N+](=O)[O-])c2)ccc1OC | · | -13% | 4% | · | -0.1% | -43% | -0.7 | 55 | 7.5% | ·
CC(=O)c1ccc(NC(=O)c2cccs2)cc1 | -2.2% | -44% | -27% | 1.1 | 0.0% | -25% | 0.5 | 37 | -0.2% | i
O=C(CSc1nc2ccccc2c(=O)[nH]1)Nc1ccccc1N1CCOCC1 | -1.3% | -3% | 7% | 1.1 | -0.1% | -22% | -1.2 | 58 | -2.0% | i
CN1/C(=C\C=C(C#N)C#N)C(C)(C)c2ccccc21 | -1.2% | -31% | 14% | 1.1 | 0.6% | -4% | -1.3 | 69 | 1.3% | i
CC(=O)Nc1cccc(C(=O)NC(C)c2ccc(-n3ccnc3)cc2)c1 (stereo not drawn) | · | -10% | -6% | · | 0.5% | 8% | -0.2 | 31 | -2.3% | ·
O=C(Nc1nnc(-c2ccccc2)s1)c1cccc(S(=O)(=O)N2CCOCC2)c1 | -3.5% | -53% | -11% | 1.1 | 0.3% | -30% | 2.6 | 49 | -5.0% | i
